S3 lipid droplet: qHTS Assay for Lipid Storage Modulators in Drosophila S3 Cells. Drosophila S3 cells, BODIPY lipid droplet fluorescence, 18-24 h; cells fed with added oleic acid. lipid storage change, negative = inhibition, % at the top dose, mostly 46.1 µM; hits show Potency in µM. 0.64% of 320,000 active; active = well fitted inhibition curve with a large enough effect in the signal ratio, with a control signal flat, not every such curve was filed as active; inconclusive = small, poorly fitted or top-dose-only effect, or effect the other way, or a change in a side signal; the % refers to the signal ratio
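Drosophila S3 cells loaded with oleic acid (400 uM, as added) and compounds at several concentrations; lipid droplets imaged by 488-nm laser-scanning cytometry, 500–530 nm intensity and object ratio to cell channel. Percent activity normalized to 20 uM Triacsin C.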
S3 lipid droplet cell count max: further read-out of S3 lipid droplet, marked with its call; cell number change, %; measured here: cell count max response;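 cells counted by Cell Tracker Red CMTPX staining in the red channel; peak over a dose series mostly up to 46.1 µM; percent activity relative to internal control wells on each plate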
The depositor's hits bear a star; i = inactive; ? = inconclusive; . = not tested or not shown; [ ] = remark or other dose. % is set by controls: 0 for no effect and ±100 for the full control effect; potency is the fitted concentration of half-maximal effect.

SMILES | S3 lipid droplet | S3 lipid droplet cell count max
CCOc1cc(C(=O)N2CCOCC2)ccc1OCc1ccccc1 | ? | .
c1ccc2cc(CN3CCOCC3)ccc2c1 | ? | .
COc1ccc2c(c1)C(c1ccc([N+](=O)[O-])cc1)=NNC(c1ccco1)=N2 | -29.3% | -1.4
COc1ccc(OC)c(S(=O)(=O)Nc2ccccc2C(=O)N2CCCCC2)c1 | ? | .
O=C(Cc1nc2ccccc2[nH]1)c1ccc(Cl)cc1 | i | 14.3
COc1ccc(-c2cnnc(N/N=C/c3ccc(O)c(O)c3)n2)cc1 | ? | .
CSc1ccc(C2C3(C#N)C(N)=NC4(OCCO4)C23C#N)cc1 (centres undefined) | -9.9% | 7.3
O=C(Nc1ccccc1)c1cc(S(=O)(=O)N2CCCCC2)ccc1N1CCOCC1 | 1.7% | -15.1
Nc1ncnc(Nc2ccc(F)c(Cl)c2)n1 | 14.8% | .
CC(=O)c1ccc(NS(=O)(=O)Cc2ccccc2)cc1 | 3.2% | -1.2
COc1ccc2c(c1)Cc1sc(NC(=O)c3ccco3)nc1-2 | ? | .
O=C1OCCN1c1c(-c2ccccc2)c(-c2cccs2)nc2c(-c3ccccc3)cccc12 | ? | .
COc1ccccc1OCCNc1cc(N2CCCCC2)ccc1[N+](=O)[O-] | 7.4% | 20.1
Nc1nnc(COc2ccccc2)s1 | -1.3% | 9.5
O=C(Nc1ccncc1)Nc1ccncc1 | ? | .
O=C(c1ccco1)N1CCN(C(=O)c2cccs2)CC1 | ? | .
CC(C)N(Cc1cc2ccccc2[nH]c1=O)C(=O)c1ccco1 | 10.2% | 1.2
COc1ccc(OC)c(S(=O)(=O)Nc2cc(C(=O)O)ccc2N2CC3CC(C2)c2cccc(=O)n2C3)c1 (centres undefined) | -0.5% | 10.0
Cc1ccc(NC(=O)CN(C)C(=O)C2COc3ccccc3O2)cc1 (centres undefined) | -5.8% | 6.0
COc1cccc(CNS(=O)(=O)c2ccc(N3CCCC3=O)cc2)c1 | i | -21.4
CN1CCN(C(=S)Nc2cc(S(=O)(=O)N3CCOCC3)ccc2Cl)CC1 | ? | .
CC1CCN(CCOCCOc2ccc(Br)cc2Cl)CC1 | ? | .
O=C(NC1CCCC1)C(c1ccco1)N(C(=O)c1csnn1)c1ccccc1 (centres undefined) | ? | .
CCNC(=O)N1c2ccc(OC)cc2C(C)=CC1(C)C | ? | .
CSc1ccc(/C=N/NC(=O)CN2CCN(Cc3ccccc3)CC2)cc1 | 4.4% | 3.3

Further structures follow:
SMILES | S3 lipid droplet | S3 lipid droplet cell count max
COc1cccc(NC(=S)N(CCCN2CCCC(C)C2)Cc2cccs2)c1 (centres undefined) | ? | .
O=C(CN1CCOCC1)Nc1ncc(Cc2cccc(Cl)c2Cl)s1 | ? | .
O=C(Cn1c(C(F)(F)F)nc2ccccc21)OCC(=O)c1c[nH]c2ccccc12 | -2.9% | 3.4
CC(Sc1nnc(-c2ccco2)n1C)C(=O)N1C(C)CCCC1C (centres undefined) | ? | .
CCCCn1c(Cc2ccccc2)nnc1SCC(=O)N1CCOCC1 | 4.8% | 5.8
CCOC(=O)CC1C(=O)NCCN1C(=O)c1c(Cl)cccc1Cl (centres undefined) | -10.4% | 0.5
Cc1ccccc1OCc1nc2ccccc2c(=O)n1NC(=O)c1ccco1 | -1.2% | -0.6
CN(C)c1ccc(C2Nc3ccccc3C(=O)N2CCCN2CCOCC2)cc1 (centres undefined) | ? | .
CCN1C(=O)/C(=C/C=C2/Sc3ccc4ccccc4c3N2CCO)SC1=S | ? | .
COc1cccc(C2=NO[C@@H]3C(=O)N(c4ccc5c(c4)OCCO5)C(=O)[C@H]23)c1OC | 0.8% | 1.2
COc1ccc(CNC(=O)CN(Cc2ccc(F)cc2)C(=O)c2csnn2)cc1 | -1.5% | -1.6
Cc1ccc(Cn2ncc3c(NCCCN4CCOCC4)ncnc32)cc1 | i | .
O=S(=O)(/N=C(/Nc1ccccc1)C(F)(F)F)c1ccccc1 | -7.8% | -6.5
O=c1c2cc(Br)ccc2nc(-c2cccc(C(F)(F)F)c2)n1O | -18.9% | -13.3
CC1CCCN(S(=O)(=O)c2ccc3c(c2)c(=O)nc2ccc(Cl)cn23)C1 (centres undefined) | i | 24.2
Cc1cc(C)cc(NC(=O)Nc2ccccc2N2CCCCC2)c1 | ? | .
COc1ccccc1CN(C)C(=O)c1cccc(S(=O)(=O)N2CCN(Cc3ccccc3)CC2)c1 | ? | .
CCOCCCn1c(=O)c(NC(=O)c2ccc(OCC)cc2)c2n(c1=S)CCCCC2 | ? | .
CC(C)N(C(=O)CSc1nc2ccccc2n1Cc1ccccc1)C(C)C | 8.6% | 9.2
CCOC(=O)c1c(C)[nH]c(C)c1S(=O)(=O)N(C)CC(=O)Nc1cc(C)ccc1OC | ? | .
CC(OC(=O)CCSc1ccccc1)C(=O)Nc1ccc(S(N)(=O)=O)cc1 (centres undefined) | ? | .
COc1ccccc1NC(=O)COc1ccc(Br)cc1CO | i | .
CCn1nc(C)c(CN2CCC(C(=O)Nc3cccc(-c4cccc(Cl)c4)c3)CC2)c1C | ? | .
Cc1cnc(C(=O)NC2CC(C)(C)Cc3c2cnn3-c2ccccc2)cn1 (centres undefined) | -7.0% | -5.6
CCN1CCCC1CNC(=O)CS(=O)(=O)Cc1nc(-c2ccccc2C)oc1C (centres undefined) | i | 25.8

Later entries:
SMILES | S3 lipid droplet | S3 lipid droplet cell count max
CN(CC(=O)N1CCCCCC1)S(=O)(=O)c1cccc2cccnc12 | 7.1%[9.22 µM] | 3.1
O=C(Cc1ccc([N+](=O)[O-])cc1)Nc1ccon1 | ? | .
COc1ccc(CNC(=O)c2cc3ccccc3oc2=O)cc1 | 27.5% | 13.3
CCCc1nc2ccccc2n1CCc1ccccc1 | 1.1% | .
CCN(CC)c1ccc(C(=O)NNC(=O)CNC(=O)c2cccs2)cc1 | -4.1% | 18.0
CNc1cc(NS(=O)(=O)c2ccc(N)cc2)nc(NC)n1 | 6.0% | -5.4
Cc1ccc(CN(C)C(=O)C2CCC(=O)N(CCc3ccccc3)C2)o1 (centres undefined) | 0.9% | 22.3
O=C(NNC(=O)c1cccnc1SCc1cccc([N+](=O)[O-])c1)c1ccccn1 | ? | .
Cc1ccc(NC(=O)c2cccc3c2C(=O)N(C2CCCCC2)C3)c(Cl)c1 | ? | .
COc1ccc(C(=O)Nc2nc3c(s2)CCCC3)cc1S(=O)(=O)N1CCCc2ccccc21 | 10.4% | -8.5
COC(=O)c1sccc1-c1ccc(C(N)=O)o1 | 2.5%[9.22 µM] | 6.8
CCOc1ccc(CSC2=NCCN2)cc1Cl | ? | .
CCc1nc(NCc2ccco2)c2oc3ccccc3c2n1 | ? | .
Cc1cccc(N/C(=N\S(=O)(=O)c2ccccc2)C(F)(F)F)c1 | 16.7% | -1.2
O=C(NCc1cccnc1)Nc1cccc(Cl)c1Cl | i | -13.9
CCCN(CC(=O)Nc1ccccc1C)C(=O)c1ccc(N2CCCCCC2)c([N+](=O)[O-])c1 | ? | .
CC1C(=O)Nc2ccccc2N1C(=O)c1ccc(Cl)cc1 (centres undefined) | -6.7% | -18.4
CC1CCN(C(=O)CCCOc2cc(=O)n(C)c3ccccc23)CC1 | ? | .
NC(=O)Nc1ccc(C(=O)OCC(=O)Nc2ccc(Cl)cn2)cc1 | 0.0% | 5.9
Brc1ccc(-c2nnc3ccc(Nc4ccccc4)nn23)cc1 | ? | .
COc1ccc(OC(C)C(=O)N(C)Cc2nc(-c3cccc(C)c3)no2)cc1 (centres undefined) | ? | .
CSCCC(NC(=O)c1cccc(C)c1)C(=O)OCC(=O)NC(=O)c1cccn1C (centres undefined) | 4.5% | 15.6
Cc1c(C(=O)NCc2ccc3c(c2)OCO3)oc2ccc(Br)cc12 | i | 16.5
CC1Cc2cc(S(=O)(=O)NCc3ccccc3)ccc2N1C(=O)C1CC1 (centres undefined) | -7.6% | -26.2
O=C(CSc1nnc(Nc2ccccc2)s1)NC1CC1 | ? | .

Further records follow.
SMILES | S3 lipid droplet | S3 lipid droplet cell count max
COc1ccc(/C=N/NC(=O)CCc2n[nH]c(=O)[nH]c2=O)cc1O | 6.6% | 1.5
Cc1ccc(CNC(=O)CCCC(=O)c2ccccc2)cc1 | -16.8% | 23.3
NC(=O)SCC(=O)Nc1cccc(Cl)c1 | ? | .
CC(C)OCCCn1c(SCC(=O)N2CCCC2=O)nc2ccccc2c1=O | ? | .
COc1ccc(C(=O)NC(=S)Nc2ccc(S(=O)(=O)Nc3cc(OC)ncn3)cc2)cc1 | ? | .
O=C1c2ccccc2C(=O)N1CCC(O)C[N+](=O)[O-] (centres undefined) | -8.4% | 0.0
CCOC(=O)C1(Cc2ccccc2)CCN(Cc2cc(=O)c3ccccc3[nH]2)CC1 | -4.7% | 12.5
Cc1cc(N2C(=O)C=CC2=O)c([N+](=O)[O-])cc1C | ? | .
O=C(Nc1cc(C(F)(F)F)ccc1N1CCCC1)c1ccc2c(c1)OCO2 | ? | .
CCOC(=O)/C(C(N)=NCC(C)C)=C(/O)c1ccccc1 | 2.5% | 28.4
CCCCOC(=O)c1cc(=O)[nH]c2ccccc12 | ? | .
O=[N+]([O-])c1ccc2nccn2c1 | ? | .
CCCc1nnc2c(N(C)S(=O)(=O)c3ccc(C)cc3)nc3ccccc3n12 | ? | .
COCCN1C(=O)c2ccc(C(=O)O)cc2C1=O | 1.9% | .
CC(=O)c1cccc(N2C(=O)C3C(C(=O)Nc4cc(C)on4)C4(C)C=CC3(O4)C2C(=O)NC(C)(C)C)c1 (centres undefined) | 3.2% | 9.9
O=C(O)CCn1cc(-c2ccc(Cl)cc2)nc1-c1ccncc1 | ? | .
CCOc1ccc2nc3sc(C(=O)N4CCOCC4)c(N)c3cc2c1 | -0.2% | -15.8
C=CCc1ccc(OCCOCCOc2cccc3cccnc23)c(OC)c1 | 26.4% | 8.4
Cc1ccc(NC(=O)c2cccc(C(=O)Nc3ccc(C)c(C)c3)n2)cc1C | ? | .
O=C(CSCc1c(Cl)cccc1Cl)Nc1ccccc1C(=O)N1CCOCC1 | ? | .
COc1ccc(-c2csc(-n3ncc(C(=O)O)c3C(F)(F)F)n2)cc1 | -11.0% | 1.2
Cc1ccc(S(=O)(=O)CC(=O)c2cc3cccc(C)c3oc2=O)cc1 | ? | .
CC(C)n1cc(CN2CCCC(CO)(Cc3cccc(Cl)c3)C2)cn1 (centres undefined) | 7.5% | 10.3
COc1ccc(C(=O)Nc2ccc(NC(=O)c3ccccc3F)cn2)cc1 | ? | .
COc1ncccc1C(=O)N1CCCC(C(=O)c2cccc(OC(C)C)c2)C1 (centres undefined) | ? | .

Complete entries, looked up by structure. Values in the order: S3 lipid droplet | S3 lipid droplet cell count max
COCCN1C(=O)c2ccc(C(=O)O)cc2C1=O across the screens: 1.9% | .
NC(=O)SCC(=O)Nc1cccc(Cl)c1 across the screens: ? | .
C=CCc1ccc(OCCOCCOc2cccc3cccnc23)c(OC)c1 across the screens: 26.4% | 8.4

The results go on.
SMILES | S3 lipid droplet | S3 lipid droplet cell count max
COc1ccc(-n2nc3cc(C)c(NC(=S)NC(=O)c4ccccc4C)cc3n2)cc1 | ? | .
O=C(C1CCC(=O)N(C2CCCC2)C1)N1CCC(Oc2cccc(F)c2)CC1 (centres undefined) | ? | .
OCC(CO)(CO)N=Cc1cc(Br)ccc1O | ? | .
Cc1ccc(N2CC(C(=O)NCc3cccs3)CC2=O)cc1 (centres undefined) | ? | .
Cc1nn(C)c(C(=O)NNC(=S)NCc2ccccc2)c1Cl | ? | .
CCN(CC)C(=O)CCCc1c[nH]c2ccccc12 | ? | .
CC1CN(S(=O)(=O)c2cccc(C(F)(F)F)c2)C(C)N1C(=O)N1CCOCC1 (centres undefined) | i | 12.6
O=C(Cc1ccc(NC2=NC3CS(=O)(=O)CC3S2)cc1)NCc1ccc(Cl)cc1 (centres undefined) | ? | .
CCOC(=O)c1c(NC(C)=O)no[n+]1[O-] | 10.4% | 5.4
COc1ccccc1-n1cc(CN2CCCC(CO)(Cc3cccc(Cl)c3)C2)cn1 (centres undefined) | ? | .
CC(C)(C)n1nnnc1C(c1ccncc1)N(Cc1ccccc1)Cc1ccco1 (centres undefined) | i | -1.7
CN(C)C(CNC(=O)c1cccc(C(F)(F)F)c1)c1ccco1 (centres undefined) | i | -3.9
C=CCSc1nccc(-c2nn(-c3ccc(C)cc3)ccc2=O)n1 | ? | .
Cc1ccsc1/C=c1\sc2ncnn2c1=O | ? | .
CC(=O)NCCC(=O)N1CCCC(CNC(=O)c2ccc(-c3ccccc3)cc2)C1 (centres undefined) | -4.5% | 19.7
COc1cccc(NC(=S)Nc2cc(C(=O)O)ccc2N2CC3CC(C2)c2cccc(=O)n2C3)c1 (centres undefined) | -0.1% | -20.1

2 records picked at random from the list so far:
SMILES | S3 lipid droplet | S3 lipid droplet cell count max
Cc1cccc(N/C(=N\S(=O)(=O)c2ccccc2)C(F)(F)F)c1 | 16.7% | -1.2
CCOC(=O)C1(Cc2ccccc2)CCN(Cc2cc(=O)c3ccccc3[nH]2)CC1 | -4.7% | 12.5

7 entries from above in another layout.
Below each compound – S3 lipid droplet | S3 lipid droplet cell count max
CCOC(=O)c1c(NC(C)=O)no[n+]1[O-]
  10.4% | 5.4
OCC(CO)(CO)N=Cc1cc(Br)ccc1O
  ? | .
COc1ccccc1-n1cc(CN2CCCC(CO)(Cc3cccc(Cl)c3)C2)cn1 (centres undefined)
  ? | .
O=C(C1CCC(=O)N(C2CCCC2)C1)N1CCC(Oc2cccc(F)c2)CC1 (centres undefined)
  ? | .
Cc1nn(C)c(C(=O)NNC(=S)NCc2ccccc2)c1Cl
  ? | .
O=C(Cc1ccc(NC2=NC3CS(=O)(=O)CC3S2)cc1)NCc1ccc(Cl)cc1 (centres undefined)
  ? | .
CC(C)(C)n1nnnc1C(c1ccncc1)N(Cc1ccccc1)Cc1ccco1 (centres undefined)
  i | -1.7

Some of the compounds tested; the hit share may differ from the screen's.
